RTF Ca sens inh: cardiac RTF calcium sensitivity inhibitors, primary screen, biochemical, IANBD-TnC fluorescence, EC70 calcium | Troponin I, cardiac muscle (Homo sapiens) + Troponin T, cardiac muscle (Homo sapiens) + … | IANBD-labeled cardiac RTF, Ca2+ fluorescence | inhibition, % at 7.15 µM | actives 0.12% (n = 340,000);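 active means inhibition above the mean inhibition of all tested compounds plus 3 SD, cut at about 17% in these data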;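 further: assay run at fixed EC70 calcium of 1.6 mM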
V-ATPase pH: regulators of yeast V-ATPase proton pumping, primary screen, pHLuorin cytosolic pH fluorescence | S. cerevisiae | AID 504577, 2011 | actives 0.37% (n = 350,000) | response, % at 10 µM; in the data active means response mostly above about 7.3%, no sharp cut-off; inactive means mostly below about 5.4%; further: actives read high; inactives centre near 0; some compounds called inactive have numbers as strong as hits; reference of the scale not given here
CAL PDZ FP: untagged CAL PDZ binding inhibitors, primary screen, biochemical, fluorescence polarization, HTS. AID 602252, 2012. Golgi-associated PDZ and coiled-coil motif-containing protein (Homo sapiens), Q9HD26. purified CAL PDZ, TMR-peptide fluorescence polarization, 1 h. inhibition, % at 24.9 µM. actives 0.92% (n = 300,000);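 active means mean inhibition of at least 30% with at least half of replicates also reaching 30%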;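 further: 0% = DMSO neutral control and 100% = excess unlabeled competitor peptide PRC23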
HTR5A ag: HTR5A agonists in luminescence cell assay, primary screen, counter-screen for OPRM1-OPRD1 heterodimer agonist project, full-deck HTS | 5-hydroxytryptamine receptor 5A (Homo sapiens), P47898 | cell-based | activation, % at 9.3 µM | actives 0.61% (n = 340,000); in the data active means activation mostly above about 9.5%, no sharp cut-off; inactive means mostly below about 7.6%;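 further: 0% = cells with vehicle only and 100% = reference agonist; strong numbers were not always called active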
Target sequence (P47898 whole entry, looked up): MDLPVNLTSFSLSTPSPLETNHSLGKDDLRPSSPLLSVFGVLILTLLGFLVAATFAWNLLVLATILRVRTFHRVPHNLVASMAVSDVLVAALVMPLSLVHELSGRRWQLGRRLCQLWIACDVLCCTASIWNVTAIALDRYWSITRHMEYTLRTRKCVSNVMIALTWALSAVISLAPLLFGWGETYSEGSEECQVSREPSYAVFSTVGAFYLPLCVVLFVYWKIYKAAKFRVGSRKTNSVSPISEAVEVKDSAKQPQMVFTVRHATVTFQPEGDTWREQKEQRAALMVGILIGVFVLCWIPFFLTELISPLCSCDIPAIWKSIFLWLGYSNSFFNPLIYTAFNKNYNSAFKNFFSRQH
RTF Ca sens act: cardiac RTF calcium sensitivity activators, primary screen, biochemical, IANBD-TnC fluorescence, EC20 calcium; IANBD-labeled TnC RTF fluorescence at EC20 calcium; 0% EC20 calcium, 100% full calcium; activation, % at 7.2 µM; actives 0.24% (n = 340,000); AID 493008, 2010;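 active means activation above the mean over all tested compounds plus 3 SD, cut at about 30% in these data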;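 further: rise in fluorescence read as greater calcium sensitivity of cardiac thin filaments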
OPRM1-OPRD1 ag: agonists of OPRM1-OPRD1 heterodimerization, primary screen, cell-based, luminescence; Mu-type opioid receptor (Homo sapiens) + Delta-type opioid receptor (Homo sapiens), …; cells; activation, % at 9.3 µM; actives 0.3% (n = 340,000); AID 504326, 2011; in the data active means activation above about 18%;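 further: 0% = vehicle-treated cells and 100% = reference agonist; values of inactives mirror those of a sister screen read the other way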
C-LANA FP: inhibitors of KSHV C-LANA binding to DNA, primary screen, biochemical, fluorescence polarization, FAM-LBS DNA, MBP-C-LANA, single point; Kaposi's sarcoma herpesvirus LANA C-terminal domain (residues 932-1162) DNA binding; inhibition, % at 9 µM; actives 0.078% (n = 340,000); AID 504423, 2011;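 active means highest replicate inhibition at or above 60% at 9 µM, even if other replicates fall short; inactive means all replicates below 60% inhibition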;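 further: 0% = neutral control wells and 100% = 4 µM acridine orange control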
MOR-DOR inv ag: inverse agonists of MOR-DOR heterodimerization, primary screen, cell-based, luminescence. Mu-type opioid receptor (Homo sapiens) + Delta-type opioid receptor (Homo sapiens), …. cell-based MOR-DOR heterodimer luminescence, inverse agonism. inhibition, % at 9.3 µM. actives 0.21% (n = 340,000). AID 504357, 2011; in the data active means inhibition above about 22%, passing the limit was not always enough;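 further: 0% = cells with DMSO and 100% = wells without cells with DMSO; values of inactives mirror those of a sister screen read the other way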
HTR5A inv ag: HTR5A inverse agonists in luminescence cell assay, primary screen, counter-screen for OPRM1-OPRD1 heterodimer inverse agonist project, full-deck HTS | inhibition, % at 9.3 µM | HTR5A cell line, inverse agonism | 5-hydroxytryptamine receptor 5A (Homo sapiens), P47898 | actives 0.083% (n = 340,000) | AID 504634, 2011; in the data active means inhibition mostly above about 23%, no sharp cut-off; inactive means mostly below about 18%;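 further: 0% = cells with DMSO and 100% = no-cell wells with DMSO; some compounds called inactive have numbers as strong as hits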
Keap1-Nrf2 PPI: Keap1-Nrf2 protein-protein interaction inhibitors, primary screen, biochemical, fluorescence polarization, single point; actives 0.15% (n = 340,000); Kelch-like ECH-associated protein 1 (Homo sapiens), Q14145; inhibition, % at 9.4 µM; Keap1 Kelch-Nrf2 peptide fluorescence polarization, 1536-well; in the data active means inhibition above about 12%;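 further: human Keap1 Kelch domain with fluorescein labeled Nrf2 9mer peptide probe; 0% = neutral control wells and 100% = peptide positive control; higher means more block of Keap1 binding to Nrf2 peptide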
Target sequence (Q14145 whole entry, looked up, the tested form may be a part): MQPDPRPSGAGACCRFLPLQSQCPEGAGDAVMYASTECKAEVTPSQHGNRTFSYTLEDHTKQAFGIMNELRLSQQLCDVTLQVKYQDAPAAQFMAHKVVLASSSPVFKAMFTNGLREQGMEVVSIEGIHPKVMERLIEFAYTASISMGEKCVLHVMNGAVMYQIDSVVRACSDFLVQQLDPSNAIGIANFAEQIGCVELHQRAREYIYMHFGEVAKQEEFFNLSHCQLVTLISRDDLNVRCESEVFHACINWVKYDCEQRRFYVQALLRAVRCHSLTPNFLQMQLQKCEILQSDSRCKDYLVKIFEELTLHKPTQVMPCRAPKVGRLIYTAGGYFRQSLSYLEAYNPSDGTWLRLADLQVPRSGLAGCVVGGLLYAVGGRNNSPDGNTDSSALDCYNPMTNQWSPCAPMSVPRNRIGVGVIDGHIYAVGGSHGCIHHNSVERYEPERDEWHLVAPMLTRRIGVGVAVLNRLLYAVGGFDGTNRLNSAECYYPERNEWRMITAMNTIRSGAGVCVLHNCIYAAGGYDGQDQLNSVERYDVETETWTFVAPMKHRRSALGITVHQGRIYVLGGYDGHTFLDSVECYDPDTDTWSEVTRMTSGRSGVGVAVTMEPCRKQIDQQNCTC
* marks the source's active call; other numbers are inactive results; . = no result given.

structure	RTF Ca sens inh	V-ATPase pH	CAL PDZ FP	HTR5A ag	RTF Ca sens act	OPRM1-OPRD1 ag	C-LANA FP	MOR-DOR inv ag	HTR5A inv ag	Keap1-Nrf2 PPI
Cc1ccc(N=Nc2ccc(O)c(/C=N\NC(=O)c3ccc(N)cc3)c2)cc1C	-4	-2	0	0	-4	-1.1	0.1	6	5	-1
COc1cc(C)c(NC(=O)Cc2ccsc2)cc1OC	-29	-1	-1	-4	-4	-1.4	1.9	9	16	3
O=C(CCN1C(=O)c2ccccc2C1=O)N1CCCCCC1	-2	-6	-3	3	7	-1.1	-0.7	5	6	-3
O=C(CN1C(=O)C2CC=CCC2C1=O)Nc1nc2ccccc2[nH]1 (stereo not drawn)	-3	3	47*	-4	2	-2.8	0.2	14	13	2
COC(Cc1ccccc1N1CCCC1=O)OC	-3	0	-1	-2	4	-2.7	1.1	16	5	1
Cc1ccn2cc(CCNS(=O)(=O)c3ccc4c(c3)OCCO4)nc2c1	-9	1	1	0	-4	-1.4	-1.4	8	10	-6
COc1ccc(OC)c(/C=C/C(=O)OCC(=O)N2CCN(S(=O)(=O)c3ccc(C)cc3C)CC2)c1	7	-3	-1	5	-5	2.0	1.7	-13	-12	-3
CCO[C@@H]1OC(C(=O)N2CCOCC2)=C[C@H](C(C)(C)C)[C@H]1CCCO	-7	2	-2	5	-3	-0.4	1.5	2	1	2
O=C(OCc1ccccc1)C1CCCN1C(=O)c1cccs1 (stereo not drawn)	-6	-1	-1	1	3	-1.6	-0.4	9	-1	-1
CCn1c(=NC(=O)c2ccco2)sc2cccc(F)c21	-3	-1	.	20*	13	1.6	-1.5	-9	-62	1
CCn1nc(C)c(NC(=O)CC23CC4CC(CC(C4)C2)C3)c1C	4	1	-3	1	-6	-0.8	3.5	5	-2	-6
O=C(OCC(=O)N1CCc2ccccc21)c1cncc(Br)c1	-3	4	0	-2	-2	-1.0	1.6	5	6	2
O=C(NCc1cccs1)C1CC(=O)N(c2ccc(F)cc2)C1 (stereo not drawn)	-3	0	-3	0	5	-1.5	-0.1	8	-6	2
CC(Oc1ccccc1)C(=O)N1CCC2(CC1)Oc1ccc(F)cc1C(=O)C21CC(c2cccnc2)=NO1 (stereo not drawn)	-24	-1	1	6	-4	0.6	0.9	-3	-15	0
O=C(CSc1nc(O)c(Cc2ccccc2F)c(=O)[nH]1)N1CCCCCC1	-6	0	-4	8	-3	0.7	-0.8	-5	-22	-2
Cc1cc(C)n(-c2ccc(C(=O)Nc3cccnc3Cl)cc2)n1	8	2	-1	-2	-6	-2.4	2.0	12	4	4
O=C(CO/N=C/c1ccccc1OC(F)F)NCc1cccs1	-10	2	0	-1	16	-0.4	-0.1	2	5	-5
CCOc1ccc(CN2CCCC(N3CCN(c4ccc(OC)cc4)CC3)C2)cc1 (stereo not drawn)	-5	2	-4	4	-6	-0.5	4.2	3	-18	-5
O=C(O)CN1C(=O)/C(=C\c2cc(Br)ccc2OCc2ccc(Cl)cc2Cl)SC1=S	-3	1	24	1	-10	-3.7	1.7	16	-5	1
COc1ccc(N2C(=O)N3[C@@H]4c5ccccc5OC[C@@H]4[C@@H](c4ccccc4)[C@@]3(C)C2=O)cc1	-7	-2	-3	3	-1	-1.9	0.6	11	0	-4
O=C(Cn1cnc2c(oc3ccccc32)c1=O)N1CCCc2ccccc21	-25	-3	-2	3	-3	-0.6	1.0	3	-15	-2
CCC(CO)Nc1ccc(-c2n[nH]c(=O)c3ccccc23)cc1[N+](=O)[O-] (stereo not drawn)	-8	-2	-2	2	1	0.4	0.0	-2	-8	-7
CCOC(=O)C1=C(c2ccccc2)N=C2SCC(=O)N2C1c1ccc2c(c1)OCO2 (stereo not drawn)	-9	-2	-2	-2	0	-2.8	-0.2	15	7	-2
CCc1ccc(C(=O)OCC(=O)NC2CCCC2)cc1	-4	-2	-2	1	1	-1.9	0.1	9	-4	-3
COc1cc(S(=O)(=O)Nc2ccc3nc(C)sc3c2)ccc1NC(C)=O	3	1	1	-9	0	2.0	1.3	-9	23	-5
COc1ccc(C2CC(c3ccccc3)=NN2C(=O)CSc2ncn[nH]2)cc1 (stereo not drawn)	8	12	0	0	-2	3.0	3.1	-14	1	1
CC(C)(C)OC(=O)[C@H](Cc1ccccc1)NC(=O)c1nc[nH]c1C(=O)NC1CCN(C(=O)OC(C)(C)C)CC1	0	-2	1	3	-2	4.6	-0.1	-26	10	-4
CC(C)(C)Cc1nnc(NC(=O)c2ccco2)s1	2	1	-1	2	0	-2.4	1.3	11	-6	-2
COc1ccc(/C(O)=C2/C(=O)C(=O)N(CCCC(=O)O)C2c2ccc(OC)c(OC)c2)cc1 (stereo not drawn)	-4	-1	0	6	1	-1.2	-0.2	6	-23	2
COc1ccc(C(=O)NC2CCN(CC(=O)NCc3ccccc3)CC2)cc1	-5	-1	.	-3	-5	1.1	-1.4	-9	-9	4
O=C(NCCCN1CCCC1=O)c1ccc(S(=O)(=O)Nc2cccc(C(F)(F)F)c2)cc1	-28	0	12	10	2	4.0	1.7	-26	-19	-2
C[C@H](CO)N1C[C@H](C)[C@@H](CN(C)S(=O)(=O)c2ccccc2)Oc2ccc(NS(=O)(=O)c3cccs3)cc2C1=O	-8	-5	-2	1	-7	-0.7	2.2	4	10	0
CCCn1c(SCC(=O)Nc2ccc(Cl)cc2F)nc(O)cc1=O	-5	1	-9	3	0	-5.1	-0.9	20	-7	0
CCN(CCn1cccn1)C(=O)CCc1nnc(Cc2c[nH]c3ccccc23)o1	-5	0	-2	1	-3	-4.2	-0.7	21	-2	-1
CC/C(=N\NC(=O)c1cc(C)nc2ccccc12)c1ccc(C)s1	2	2	.	-2	2	-1.6	2.8	9	5	-2
CCOC(=O)c1cc[nH]c1C	-2	-2	1	-7	-1	-2.2	0.4	11	19	2
C/C(=N\NC(=O)c1nnn(-c2nonc2N)c1CN1CCOCC1)c1ccc(CC(C)C)cc1	-2	-1	-5	-1	-4	-0.1	0.6	1	10	4
CC(=O)Nc1ccc2c(c1)ncn2-c1ccc(C)cc1	0	0	-4	3	-7	-1.9	0.9	10	14	-5
CCOC(=O)C1CCCN(CCC(=O)Nc2c(C(=O)OC)[nH]c3cc(OC)ccc23)C1 (stereo not drawn)	-3	0	-3	-5	1	-1.5	-0.4	8	12	3
O=C(CC(O)(c1ccccc1)c1ccccc1)Nc1ccccn1	-9	12	-7	4	7	-0.6	-1.1	3	-15	-1
CC1Cc2cc(S(=O)(=O)N3CCN(c4ccccc4)CC3)ccc2N1C(=O)C1CC1 (stereo not drawn)	5	-2	5	7	3	1.3	-0.6	-7	-30	-7
COCCNC(=O)CSc1ncnc2sccc12	-3	5	-6	4	5	-1.4	1.2	8	5	-1
S=C(NCCCN1CCOCC1)N1CCOCC1	-3	2	-6	-5	5	-0.9	0.2	5	-9	-5
COC(=O)c1ccc(CNC(=O)CSC2=NCCS2)cc1	-6	-3	-4	2	0	0.3	3.9	-2	-6	-6
O=C(CN1C(=O)COc2ccccc21)c1ccc(Cl)cc1	-2	0	4	-4	-1	-2.7	-0.9	16	10	1
COc1cccc(CN(CC2CCCO2)S(=O)(=O)c2ccc(-n3cnnn3)c(OC)c2)c1 (stereo not drawn)	1	-3	1	3	-3	-1.2	-1.0	6	-8	2
CCOc1ccc(C(CCc2ccccc2)NC(=O)c2ccccc2)cc1OCC (stereo not drawn)	-11	-1	.	-4	-7	0.4	1.6	-2	14	3
CC(C)(C)OC(=O)NCCc1nnc(SCc2cccc(Cl)c2)o1	-3	-2	-2	0	-1	-1.5	1.0	7	-2	3
CSc1nsc(SCC(=O)Nc2nc3ccccc3s2)n1	-3	1	-3	1	-9	2.5	1.3	-16	-1	-1
CC(=O)Oc1ccc(CCC(C)OC(C)=O)cc1 (stereo not drawn)	-2	-1	-4	8	-4	-1.0	-0.6	6	-5	-1
N=C1SC(CC(=O)Nc2ccccc2[N+](=O)[O-])C(=O)N1c1ccccc1 (stereo not drawn)	9	7	.	-5	7	0.8	1.0	-4	-19	1
O=C(NC1=NCCS1)c1ccc(F)c(S(=O)(=O)N2CCOCC2)c1	-3	0	-3	5	3	-3.3	56	14	-14	-3
O=C(COc1ccc2c3c(c(=O)oc2c1)CCCC3)NCCCN1CCCC1=O	-5	0	.	2	4	0.2	-1.4	-1	15	0
Cc1ccc(C(C)C)c(OCCN(C)C)c1	-27	3	-4	-1	0	-1.3	0.9	7	-13	2
Brc1cc2[nH]cnc2c2ccccc12	-2	1	-4	3	3	8.1	2.0	-45	-8	1
Cn1c(C(=O)N[C@@H](Cc2ccccc2)C(=O)NCCC(=O)O)cc2cc(Cl)ccc21	-6	-1	-6	-1	5	-0.8	-5.0	4	3	-9
CC(C)CC1NC(=O)N(CC(=O)Nc2ccc(-c3ccccc3)cc2)C1=O (stereo not drawn)	-5	-5	-6	0	-2	-3.3	-0.5	13	-1	-2
COC(=O)/C=C(\Oc1ccccc1)C1(O)CCCCC1	0	-1	-2	3	-2	-3.1	1.2	15	-8	1
CCC(C)NC(=O)CSc1nc2scc(-c3ccccc3)c2c(=O)[nH]1 (stereo not drawn)	-8	0	-2	-6	-4	-3.4	0.2	21	15	-3
COc1ccc(C(C)NC(=O)Cc2ccc(Br)cc2)cc1 (stereo not drawn)	3	-1	-2	-4	7	-1.7	-1.0	9	-5	-4
CCOC(=O)C1CCN(Cc2cc(=O)oc3cc(C)c(Cl)cc23)CC1	-2	-2	-2	-3	2	0.4	1.0	-2	10	-7
Cc1cccc2cc(COC(=O)c3cccnc3)c(=O)[nH]c12	-6	-5	-6	5	-2	-1.7	-0.1	7	-13	-5

Bioassay records (PubChem BioAssay)
